Screens deposited in PubChem BioAssay by several laboratories.
Wnt bcat act = Wnt/beta-catenin pathway activation; activation, % at 9.35 µM; 1.2% of 300,000 active; Wnt/beta-catenin reporter cell assay, activator, plate reader; in the data active = activation above about 30%, passing the limit was not always enough;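 note: 0% = neutral control wells and 100% = positive control wells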
phage Ecoli inh = E. coli growth loss with phage present; growth absorbance; inhibition, % at 11.9 µM; 0.26% of 360,000 active; in the data active = inhibition above about 11%
MITF act = activators of MITF-driven TRPM1 promoter activity in SK-MEL-5 cells; SK-MEL-5 TRPM1-promoter luciferase, 24 h; % of positive control, neutral wells = 0; activation, % at 12.5 µM; 0.75% of 300,000 active; AID 588334;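 active = mean activation of at least 80% with every replicate also reaching 80%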;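 note: 0% = neutral control wells and 100% = parthenolide positive control wells; values of inactives mirror those of a sister screen read the other way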
E coli growth = bacterial growth inhibition, counter-screen for AddAB inhibitors; inhibition, % at 11.9 µM; 0.27% of 330,000 active; E. coli V3065 growth, OD600 absorbance, 18 h;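 active = inhibition above the campaign's mean inhibition across all tested compounds plus 3 SD, cut at about 9.9% in these data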;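 note: uninfected addAB+ strain grown without phage in ampicillin broth; 0% = DMSO wells and 100% = ciprofloxacin 0.95 µg/ml wells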
CAL PDZ FP-1 = blocks peptide binding to human CAL PDZ domain. purified CAL PDZ, TMR-peptide fluorescence polarization, 1 h. Q9HD26. AID 504414. inhibition, % at 20 µM. 0.02% of 330,000 active;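 active = highest replicate inhibition of at least 40%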;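 note: plate controls were DMSO neutral control wells for no effect and unlabeled competitor peptide control wells for full effect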
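Assay system – tagged CAL PDZ protein CerCALP, purified · Timing – 1 h at RT · Compound – single point, 20 µM · Measured by – fluorescence polarization from S- and P-plane intensities, G-factor corrected · Evaluation – inhibition from polarization loss · Probe or stimulus – TMR reporter peptide T*-PRC34 · Buffer or medium – pH 7.4 phosphate-saline buffer, reducing agent, detergent, IgG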
SR-BI DiI inh = inhibitors of mouse SR-BI mediated HDL lipid uptake; AID 488896; inhibition, % at 12.5 µM; ldlA[mSR-BI] CHO cells, DiI-HDL uptake fluorescence, 3 h; 0.96% of 320,000 active; Q61009;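 active = mean replicate inhibition of at least 70% and a set share of replicates each scoring 70 or more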;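 note: 0% = median of neutral control wells and 100% = median of positive control wells; values of inactives mirror those of a sister screen read the other way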
Target sequence (Q61009 whole entry, looked up): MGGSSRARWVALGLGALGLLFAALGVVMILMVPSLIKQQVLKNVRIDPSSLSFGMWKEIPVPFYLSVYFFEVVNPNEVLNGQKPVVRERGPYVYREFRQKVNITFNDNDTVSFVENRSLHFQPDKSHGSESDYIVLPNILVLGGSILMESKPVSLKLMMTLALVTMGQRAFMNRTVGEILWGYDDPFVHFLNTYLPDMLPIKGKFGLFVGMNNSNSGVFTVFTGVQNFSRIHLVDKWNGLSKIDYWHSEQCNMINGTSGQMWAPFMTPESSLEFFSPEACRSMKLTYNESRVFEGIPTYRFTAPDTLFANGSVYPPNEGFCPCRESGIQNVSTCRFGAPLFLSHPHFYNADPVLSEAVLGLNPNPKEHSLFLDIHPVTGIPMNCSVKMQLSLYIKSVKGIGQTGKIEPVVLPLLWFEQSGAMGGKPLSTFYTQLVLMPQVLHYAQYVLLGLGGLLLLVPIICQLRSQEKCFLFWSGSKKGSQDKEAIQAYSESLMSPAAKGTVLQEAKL
SR-BI uptake up = enhances SR-BI lipid uptake from DiI-HDL; CHO ldlA[mSR-BI] cells, DiI-HDL uptake fluorescence, 3 h; 100 = double the neutral-control signal; activation, % at 12.5 µM; 0.096% of 320,000 active;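 active = mean replicate activation of at least 60% and every replicate at or above 60%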;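 note: 0% = median plate neutral-control signal and 100% = twice that signal; values of inactives mirror those of a sister screen read the other way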
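Test system: SR-BI-overexpressing, LDLR-lacking CHO cells. Measured by: DiI fluorescence, bottom read. Medium: Ham's F12 with 0.5% BSA, HEPES 25 mM, pH 7.4. Timing: 3 h uptake period with compound, 37 °C.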
AddAB inh = less growth of phage-infected E. coli with AddAB | 0.29% of 330,000 active | inhibition, % at 11.9 µM | E. coli expressing H. pylori AddAB, absorbance growth; in the data active = inhibition above about 12%;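 note: 0% = vehicle wells of infected cells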
CAL PDZ FP-2 = inhibitors of human CAL PDZ peptide binding. Q9HD26. purified CAL PDZ, TMR-peptide fluorescence polarization, 1 h. inhibition, % at 24.9 µM. 0.92% of 300,000 active. AID 602252;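 active = mean inhibition of at least 30% with at least half of replicates also reaching 30%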;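 note: 0% = DMSO neutral control and 100% = excess unlabeled competitor peptide PRC23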
Tat export inh = blocks Tat-dependent protein export in E. coli; E. coli MC4100 TorA-mCherry Tat export, fluorescence; inhibition, % at 10 µM; 0.036% of 340,000 active;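 active = mean replicate inhibition at least 50% and at least half of replicates individually reaching 50%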;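 note: exported cargo escapes ClpAP degradation while cytoplasmic cargo is degraded and loses fluorescence; 0% = median of neutral control wells and 100% = median of NaSCN control wells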
* hit, by the source's call; . = no result given.

SMILES	Wnt bcat act	phage Ecoli inh	MITF act	E coli growth	CAL PDZ FP-1	SR-BI DiI inh	SR-BI uptake up	AddAB inh	CAL PDZ FP-2	Tat export inh
Cc1cc(NC(=O)c2cccc(N3C(=O)CCC3=O)c2)no1	-1	2.2	-1	2.9	-0.8	-16	16	2.0	9	3
O=C(COC(=O)c1cc(S(=O)(=O)N2CCCCC2)ccc1N1CCOCC1)c1ccc(F)cc1	-4	3.6	5	1.2	-0.5	-10	10	-1.0	.	-1
CC(=O)Nc1ccc(NC(=O)COC(=O)c2ccco2)cc1	-1	0.0	6	4.8	-0.3	-17	17	4.5	.	-1
COc1cccc(CN(C(=O)COc2ccc(Cl)cc2)C2CCS(=O)(=O)C2)c1 (centres undefined)	1	1.5	3	-1.9	-1.1	-6	6	0.3	1	-1
CCCCN1C=C(C(=O)OCC)C(=O)CC1	0	1.7	-5	.	-0.9	-5	5	.	0	-8
COc1ccccc1N1CCN(C(=O)C2CCN(S(=O)(=O)c3ccc(Cl)cc3)CC2)CC1	.	-0.6	7	-1.6	-0.3	38	-38	-2.2	-6	-3
CCOc1cccc2cc(C(=O)N3CC(C)OC(C)C3)c(=O)oc12 (centres undefined)	-1	5.2	-2	0.0	-0.2	-12	12	1.8	.	1
Cc1ccc(NC(=O)Cc2c(O)c3ccccc3[nH]c2=O)c(C)c1	-3	1.2	15	0.7	-1.6	-30	30	0.9	-5	0
C=CCNc1ccc(N2C(=O)CCCC2=O)cc1[N+](=O)[O-]	0	0.0	-10	1.8	0.4	-4	4	-0.2	3	-2
CC(C)NS(=O)(=O)c1cc(C(=O)O)ccc1Cl	-2	2.9	-2	-0.4	0.8	-49	49	1.6	-3	-10
CCCN1CCN(C(=S)Nc2ccccc2C(F)(F)F)CC1	6	4.2	-8	-1.0	-0.7	8	-8	0.8	-4	-3
O=C(Nc1ccc2nc3n(c(=O)c2c1)CCCC3)c1cc([N+](=O)[O-])ccc1F	.	.	-81	-1.9	-1.8	11	-11	3.4	.	-5
Cc1ccc(NC(=O)CC(C)CC2=NS(=O)(=O)c3ccccc3N2)cc1 (centres undefined)	0	3.6	.	0.3	-2.1	-3	3	-0.7	.	-4
O=C(COC(=O)c1ccc2c(c1)OCO2)NC1CCS(=O)(=O)C1 (centres undefined)	.	3.3	-6	0.9	.	-17	17	-0.7	-1	2
CC1CC(c2ccccc2)n2nc(N3C(=O)c4ccccc4C3=O)nc2N1 (centres undefined)	-1	0.5	-10	-1.8	-0.6	-4	4	0.2	-2	-7
CC(=O)Nc1ccc(NC(=O)C(C)OC(=O)CCCc2c[nH]c3ccccc23)cc1 (centres undefined)	4	3.8	4	1.1	-1.6	-4	4	3.5	-2	2
CC(=O)Nc1cccc(OCC(=O)NS(=O)(=O)c2ccc(C)cc2)c1	0	.	4	-1.8	-0.7	-14	14	0.6	.	22
Cn1c(N)c(C(=O)COC(=O)C2CCCCC2)c(=O)n(C)c1=O	-3	1.8	3	-1.9	-1.7	-7	7	-3.4	-5	-3
Cc1ccc(-c2n[nH]c(=S)n2/N=C/c2c(C)nn(-c3ccccc3)c2C)cc1	1	2.3	0	1.0	0.1	3	-3	1.2	-4	-5
O=C(COC(=O)c1cccc(S(=O)(=O)N2CCCCC2)c1)NC1CCCc2ccccc21 (centres undefined)	0	-1.3	4	-1.4	-1.2	20	-20	2.3	-2	-6
CCn1c(SCC(=O)Nc2nccs2)nnc1-c1cc2cccc(OC)c2o1	.	3.9	.	.	-0.6	-6	6	.	-1	0
COc1ccccc1-n1c(CCn2nc(C)c(Br)c2C)n[nH]c1=S	.	3.6	5	-1.0	-2.0	-29	29	4.1	-18	4
O=C(CCN1C(=O)C2C3C=CC(C4CC34)C2C1=O)Nc1ccc(Cl)cc1O (centres undefined)	-1	-2.3	-3	-0.5	-1.7	-15	15	-1.1	-3	-8
COc1ccc(Cc2nnc(NC(=O)c3cccc([N+](=O)[O-])c3)s2)cc1	.	5.3	9	-1.5	-0.5	-6	6	1.4	-7	-2

Six of the entries above in order of the Tat export inh value, lowest first.
canonical_smiles,Wnt bcat act,phage Ecoli inh,MITF act,CAL PDZ FP-1,SR-BI DiI inh,SR-BI uptake up,AddAB inh,CAL PDZ FP-2,Tat export inh
O=C(CCN1C(=O)C2C3C=CC(C4CC34)C2C1=O)Nc1ccc(Cl)cc1O (centres undefined),-1,-2.3,-3,-1.7,-15,15,-1.1,-3,-8
CC1CC(c2ccccc2)n2nc(N3C(=O)c4ccccc4C3=O)nc2N1 (centres undefined),-1,0.5,-10,-0.6,-4,4,0.2,-2,-7
O=C(COC(=O)c1cccc(S(=O)(=O)N2CCCCC2)c1)NC1CCCc2ccccc21 (centres undefined),0,-1.3,4,-1.2,20,-20,2.3,-2,-6
Cc1ccc(NC(=O)CC(C)CC2=NS(=O)(=O)c3ccccc3N2)cc1 (centres undefined),0,3.6,.,-2.1,-3,3,-0.7,.,-4
COc1ccc(Cc2nnc(NC(=O)c3cccc([N+](=O)[O-])c3)s2)cc1,.,5.3,9,-0.5,-6,6,1.4,-7,-2
CC(=O)Nc1cccc(OCC(=O)NS(=O)(=O)c2ccc(C)cc2)c1,0,.,4,-0.7,-14,14,0.6,.,22

Next entries:
SMILES	Wnt bcat act	phage Ecoli inh	MITF act	E coli growth	CAL PDZ FP-1	SR-BI DiI inh	SR-BI uptake up	AddAB inh	CAL PDZ FP-2	Tat export inh
COc1ccc(-c2n[nH]c(=S)n2-c2ccc(Br)cc2)cc1OC	1	1.1	.	-1.0	0.1	-4	4	1.3	-4	8
Cc1ccc(-c2c(C(=O)O)c(C(=O)O)c3n2CSC3)cc1	-1	-0.4	13	-1.7	-1.3	-9	9	0.2	-2	1
CCN(C(=O)c1cc(Cl)ccc1OC)c1ccccc1	.	3.0	.	0.2	-1.8	-5	5	1.9	-3	-6
CC(C)c1c(C(=O)N/N=C/c2ccc3c(c2)OCO3)nnn1-c1nonc1N	2	-1.9	18	-1.8	-4.7	51	-51	5.5	-3	3
CCCCCC(=O)NNC(=O)c1c(O)c2ccccc2n(CC)c1=O	-3	5.1	4	-2.9	-0.2	-3	3	-0.7	0	0
CCN(CC)S(=O)(=O)c1ccc(Cl)c(C(=O)NCCN2CCOCC2)c1	1	3.9	1	0.4	.	3	-3	-2.5	34*	-10
NC(=O)NC(CC(=O)N1CCc2ccccc2C1)c1ccc(Cl)cc1 (centres undefined)	-4	1.1	-7	-2.9	-3.2	2	-2	-1.8	1	-11
Cc1cc(C)nc(N2CCCC(C(=O)NCC(c3ccccc3)c3ccccc3)C2)n1 (centres undefined)	7	1.7	.	0.7	.	9	-9	0.3	-1	3
CC1=Nn2c(nnc2-c2ccccc2)SC1	-2	0.6	4	-1.0	-0.6	.	.	4.8	2	-2
O=C(CCSc1nnc(-c2ccc(O)cc2)o1)N1CCOCC1	0	3.9	1	-3.7	-0.4	-10	10	1.8	-1	-10
O=C1N=c2ccccc2=C1c1sc(=S)n(-c2ccc(O)cc2)c1O	3	2.3	-15	0.1	0.4	8	-8	0.2	5	-7
Cn1nnnc1Sc1ncnc2scc(-c3ccc(Cl)cc3)c12	-18	0.5	-89	-0.9	-1.0	8	-8	2.1	-2	8

One compound at a time, from the list above. Order of values: Wnt bcat act | phage Ecoli inh | MITF act | E coli growth | CAL PDZ FP-1 | SR-BI DiI inh | SR-BI uptake up | AddAB inh | CAL PDZ FP-2 | Tat export inh
Profile of Cc1ccc(-c2c(C(=O)O)c(C(=O)O)c3n2CSC3)cc1 → -1 | -0.4 | 13 | -1.7 | -1.3 | -9 | 9 | 0.2 | -2 | 1
Profile of CCN(C(=O)c1cc(Cl)ccc1OC)c1ccccc1 → . | 3.0 | . | 0.2 | -1.8 | -5 | 5 | 1.9 | -3 | -6
Profile of O=C1N=c2ccccc2=C1c1sc(=S)n(-c2ccc(O)cc2)c1O → 3 | 2.3 | -15 | 0.1 | 0.4 | 8 | -8 | 0.2 | 5 | -7
Profile of CC(C)c1c(C(=O)N/N=C/c2ccc3c(c2)OCO3)nnn1-c1nonc1N → 2 | -1.9 | 18 | -1.8 | -4.7 | 51 | -51 | 5.5 | -3 | 3
Profile of CC1=Nn2c(nnc2-c2ccccc2)SC1 → -2 | 0.6 | 4 | -1.0 | -0.6 | . | . | 4.8 | 2 | -2

The list goes on.
SMILES	Wnt bcat act	phage Ecoli inh	MITF act	E coli growth	CAL PDZ FP-1	SR-BI DiI inh	SR-BI uptake up	AddAB inh	CAL PDZ FP-2	Tat export inh
Cc1cc(=S)cc(C)n1CCCn1ccnc1	.	4.5	-3	0.3	-1.6	-9	9	-0.7	1	0
COc1ccc(CNC(=O)CN2C(=O)COc3ccc(S(=O)(=O)NC4CCCC4)cc32)cc1	-1	0.9	3	1.1	-2.5	-4	4	2.9	0	6
S=C(Nc1ccc2nsnc2c1)N1CCCCC1	21	0.9	62	-0.3	-0.1	-8	8	3.9	-1	1
N#Cc1ccsc1NC(=O)C1=COCCO1	3	0.2	0	0.0	0.6	-11	11	3.1	0	5
O=c1c(Cl)c(NCC2CCCO2)cnn1C12CC3CC(CC(C3)C1)C2 (centres undefined)	-3	0.9	-2	2.8	-0.2	.	.	5.7	5	-3
Cc1ccc(N2OC3C(=O)NC(=O)C3C2c2ccco2)cc1 (centres undefined)	-1	3.7	.	-0.1	-0.4	-2	2	0.1	.	-3
Cc1ccc(OCc2nnc(SCc3nc4ccccc4[nH]3)n2Cc2ccco2)cc1	.	3.2	-4	0.2	-1.4	23	-23	2.9	-3	14
Cc1cc(SCC(=O)c2cc3ccccc3o2)nc2ccccc12	.	1.5	8	0.5	.	-20	20	-0.4	-4	1
CCS(=O)(=O)NCCc1csc(-c2ccccc2)n1	.	4.1	20	0.8	0.0	-2	2	1.3	-4	-9
C=CCNc1ccc(F)c(F)c1N1CCCCCC1=O	.	2.1	15	1.2	0.3	-1	1	-0.4	9	-15
COc1ccc(OC)c(C(=O)CN2CCN(S(=O)(=O)c3ccc(Br)cc3)CC2)c1	-3	1.3	.	-0.5	-0.2	26	-26	-1.2	-3	-2
CCCCCCc1ccc(N2C[C@H](Cc3ccccc3)[C@@H](CC(=O)Nc3ccccc3)C2=O)cc1	-1	1.6	2	0.7	0.2	55	-55	1.9	14	1
Cc1cc(SCC(=O)Nc2cccc(S(=O)(=O)N3CCOCC3)c2)nc2ccccc12	-1	1.2	-7	0.0	-0.9	79*	-79	1.8	2	4
Cc1c(CNC2CCC(C)CC2)c(C(=O)O)c(C)n1Cc1ccccc1 (centres undefined)	.	3.4	-2	-1.1	-1.2	-15	15	2.2	-6	9
OCCCn1c(C2CCCN2c2nc(-c3ccc(Cl)cc3)cs2)nc2cc(C(F)(F)F)ccc21 (centres undefined)	-5	1.6	-7	0.1	1.0	15	-15	1.4	0	2
